# Source: PubChem
# ZTA DNA inh = ZTA (EBV) inhibition in EBNA-1 counter-screen; P03206; ZTA-DNA binding, fluorescence polarization; inhibition, % at 11 µM; 0.15% of 320,000 active; in the data active = inhibition above about 33%
# Target sequence (P03206 whole entry, looked up): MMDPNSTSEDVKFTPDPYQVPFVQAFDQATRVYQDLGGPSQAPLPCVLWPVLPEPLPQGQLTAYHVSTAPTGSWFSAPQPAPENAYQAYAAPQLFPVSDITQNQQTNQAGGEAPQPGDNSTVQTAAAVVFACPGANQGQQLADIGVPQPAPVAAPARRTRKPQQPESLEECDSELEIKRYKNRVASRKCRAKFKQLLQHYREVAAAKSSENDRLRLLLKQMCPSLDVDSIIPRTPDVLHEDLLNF
# Yeast superoxide = caloric restriction mimetics inhibiting age-related superoxide in yeast. AID 2690. 0.18% of 330,000 active. S. cerevisiae aged cells, superoxide DHE fluorescence; hits give low values. superoxide response (% of plate mean), % at 10 µM;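 active = superoxide response under a set limit, about three screen SD below normal, cut at about 65% in these data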;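 also: yeast aged for seven days with compound at 30 °C before DHE staining; 100% = average MFI of all compound-treated wells on the plate with controls excluded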
# MEX-5 binding = C. elegans MEX-5 TCR-2 RNA binding activity. Q9XUB2. MEX-5/FITC-TCR2 RNA binding, fluorescence polarization; hits give low values. activity score (negative = inhibition of binding), % at 10 µM. 0.38% of 300,000 active. AID 1832;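 active = inhibition past about -25% in most replicates, and total fluorescence under double the plate's negative control median, limit read from the data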;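 also: 0% = DMSO and -100% = 5 µM competing unlabeled TCR2 RNA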
# Target sequence (Q9XUB2 whole entry, looked up): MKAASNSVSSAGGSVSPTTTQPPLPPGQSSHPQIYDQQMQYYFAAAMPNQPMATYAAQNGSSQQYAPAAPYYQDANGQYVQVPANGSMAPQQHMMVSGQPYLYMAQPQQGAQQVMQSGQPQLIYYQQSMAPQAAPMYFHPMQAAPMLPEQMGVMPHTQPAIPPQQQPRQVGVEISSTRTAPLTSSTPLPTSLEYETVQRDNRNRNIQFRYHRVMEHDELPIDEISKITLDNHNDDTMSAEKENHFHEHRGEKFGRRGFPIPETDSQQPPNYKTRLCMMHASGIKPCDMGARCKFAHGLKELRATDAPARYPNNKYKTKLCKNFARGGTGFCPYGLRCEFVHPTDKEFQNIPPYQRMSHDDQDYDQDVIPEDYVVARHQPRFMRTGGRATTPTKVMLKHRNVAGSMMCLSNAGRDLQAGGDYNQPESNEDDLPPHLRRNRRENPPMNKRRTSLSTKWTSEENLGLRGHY
# Efflux pump inh = antifungal efflux pump inhibition, Nile Red retention; inhibition, % at 10 µM; 0.44% of 330,000 active; S. cerevisiae Candida pump triplex;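 active = plate passing quality check with inhibition over a set limit, or well fluorescence over plate mean plus 4 SD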;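 also: Nile Red retained in pooled yeast measured as flow cytometry median fluorescence; 0% = buffer negative control and 100% = Enniatin B positive control; higher means more Nile Red kept so more efflux inhibition; some compounds called inactive have numbers as strong as hits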
# MCL1-BIM inh = disrupts human MCL1 binding to BIM-BH3 peptide | Q07820 | GST-MCL1 / FITC-Bim-BH3 fluorescence polarization | inhibition, % at 10.9 µM | 0.68% of 320,000 active | AID 2057;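 active = inhibition above the mean inhibition of all tested compounds plus 3 SD, set per campaign, cut at about 40% in these data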;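 also: 0% = DMSO wells and 100% = unlabeled Bim-BH3 peptide control; higher means more loss of mP so more displacement of Bim peptide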
# Target sequence (Q07820 whole entry, looked up): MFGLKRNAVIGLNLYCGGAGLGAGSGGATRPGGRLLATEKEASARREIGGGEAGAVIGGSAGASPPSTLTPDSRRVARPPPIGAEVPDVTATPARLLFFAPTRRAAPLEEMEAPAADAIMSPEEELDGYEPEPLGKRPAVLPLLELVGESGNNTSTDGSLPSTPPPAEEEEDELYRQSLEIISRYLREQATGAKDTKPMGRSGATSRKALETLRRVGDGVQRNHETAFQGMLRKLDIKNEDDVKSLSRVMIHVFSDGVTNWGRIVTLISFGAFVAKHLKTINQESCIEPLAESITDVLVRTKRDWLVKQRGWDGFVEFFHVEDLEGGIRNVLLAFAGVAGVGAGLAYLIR
# Fam108B inh = counter-screen for RBBP9 inhibitors: inhibitors of mouse Fam108B. recombinant Fam108B, FP-Rh probe fluorescence polarization. inhibition, % at 9.51 µM. 0.33% of 300,000 active;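 active = inhibition above the screen mean inhibition plus 3 SD, computed separately per campaign, cut at about 18% in these data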;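 also: inhibitors lower polarization as less probe binds the enzyme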
# BCLXL inh = inhibitors of human Bcl-xL; Q07817; GST-Bcl-xL / FITC-Bim BH3 peptide fluorescence polarization; inhibition, % at 10.9 µM; 0.7% of 320,000 active; AID 2129;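 active = inhibition above the mean of all tested compounds plus 3 SD, cutoff set per campaign, cut at about 30% in these data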;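 also: 0% = DMSO wells and 100% = unlabeled Bim-BH3 peptide competitor; inhibitors lower millipolarization by displacing the labeled peptide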
# EBNA-1 inh = blocks EBNA-1 binding to DNA | inhibition, % at 14.8 µM | 0.34% of 300,000 active | EBNA-1 DNA binding, fluorescence polarization; in the data active = inhibition above about 28%
# GLD-1 TGE inh = GLD-1-TGE RNA interaction inhibition (C. elegans) | 0.44% of 320,000 active | AID 2280 | Q17339 | purified GLD-1 + fluorescein TGE RNA, fluorescence polarization | inhibition, % at 5.96 µM;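 active = percent inhibition above a per-plate cutoff, the plate mean of test compounds plus 3 SD, cut at about 30% in these data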;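 also: 0% = DMSO wells with GLD-1 and probe and 100% = wells lacking GLD-1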
# The depositor's hits bear a star; x = no result given. Compounds were not picked by outcome; about 2.3% have a hit in one of these screens.
SMILES,ZTA DNA inh,Yeast superoxide,MEX-5 binding,Efflux pump inh,MCL1-BIM inh,Fam108B inh,BCLXL inh,EBNA-1 inh,GLD-1 TGE inh
COCCNC(=O)c1ccc(N2CCC3(CC2)OCCO3)c([N+](=O)[O-])c1,0,111,-0.1,1.6,4,-4,7,10,7
Cc1cccc(Cn2c(=O)c3c(nc4n3CCN4Cc3ccco3)n(C)c2=O)c1,-9,106,-1.3,0.2,6,0,9,-10,-11
CCn1cc([N+](=O)[O-])c(C(=O)Nc2nc(-c3ccc(C)cc3)c(C)s2)n1,2,116,1.3,0.1,0,0,3,-1,-1
CCNC(=O)CCSc1nnc(-c2ccco2)o1,-6,117,-1.3,-0.1,-1,2,5,-11,5
Cc1c(C(=O)N2CCc3ccccc32)cnn1C,-1,82,-0.8,0.5,-3,-2,6,1,4
CC(C)=NNC(=O)c1c(O)c2ccccc2[nH]c1=O,-18,62*,-0.3,-0.1,-2,2,0,-11,11
CN(c1ccc(C(=O)Nc2ccc3c(c2)OCCO3)cc1)S(C)(=O)=O,-3,99,0.0,-0.1,-1,2,4,-5,3
CC1(C)NC(=O)N(CC(=O)N2CCCC(C(F)(F)F)C2)C1=O (configuration not stated),8,97,-0.8,-0.1,3,-1,7,1,0
O=[N+]([O-])c1cccc(-c2nnc3ccc4ccccc4n23)c1,23,101,-0.3,1.5,7,1,7,0,-1
CC[C@@]1(O)C(=O)OCc2c1cc1n(c2=O)Cc2cc3c(N)cccc3nc2-1,10,94,-3.9,-0.1,16,6,7,16,-3
Cc1ccc(N(C(C)C(=O)N2CCC(C)CC2)S(C)(=O)=O)cc1C (configuration not stated),-5,132,-0.9,0.2,3,4,3,-17,-6
O=C(NNS(=O)(=O)c1ccccc1Cl)c1nn(-c2ccc(F)cc2)ccc1=O,-24,118,-8.3,-0.1,7,1,2,-7,-4
Cc1csc(NC(=O)c2cccc(C)c2C)n1,-2,98,0.4,0.0,11,2,6,0,0
C#CCOCCOCCOCCNc1nc(N2CCN(C(=O)CCCCCCCCCCNC(=O)[C@@H](CCSC)n3cc(CCO)nn3)CC2)nc(N2CCN(C(=O)CCCCCCCCCCNC(=O)[C@H](CCSC)n3cc(CCO)nn3)CC2)n1,-22,93,x,0.0,-1,-19,2,2,13
CSc1ccccc1OCc1cc(C(=O)N(C)Cc2ccc(C)o2)no1,-4,102,-0.1,0.2,9,-2,10,-14,6
O=C(C1CCN(S(=O)(=O)c2cccc3cccnc23)CC1)N1CCc2ccccc21,8,94,2.1,0.0,-2,1,0,3,6
Nc1nc(Cl)nc2ncn(Cc3ccccc3)c12,-1,102,-5.3,0.2,18,-3,13,-9,20
O=C(CCNS(=O)(=O)c1ccc2c(c1)CCC(=O)N2)NCc1ccc2c(c1)OCO2,2,98,-0.8,0.1,-1,0,-1,4,4
CCCc1ccc(-c2cc(C(=O)NC3=NCCS3)c3ccccc3n2)cc1,-3,97,4.3,-0.9,12,-19,7,6,1
CC(C)(C)C(=O)NC(=S)Nc1ccc(F)cc1,-8,92,-9.5,0.6,3,1,-1,-2,11
O=C(O)C1CCCCC1C(=O)NCCCc1ccccc1 (configuration not stated),4,97,0.2,0.0,3,-4,3,2,0
Cc1cc(C)c(NC(=O)COC(=O)CSc2ccc(Br)cc2C)c(C)c1,-10,128,1.0,0.3,0,-1,-2,3,8
Cc1cc(SCC(=O)c2ccc(O)c(O)c2)nc2ccccc12,16,101,-6.8,0.1,9,-7,3,-8,-6
CCN(C(=O)CSc1cc(C)c2ccccc2n1)C1CCS(=O)(=O)C1 (configuration not stated),-4,95,-2.6,-0.2,-2,-3,-1,8,1
COCCn1c(SCC(=O)NC2CCCC2)nc2cccnc21,-9,86,0.9,0.1,-4,1,3,-11,-6

# (list continues)
SMILES,ZTA DNA inh,Yeast superoxide,MEX-5 binding,Efflux pump inh,MCL1-BIM inh,Fam108B inh,BCLXL inh,EBNA-1 inh,GLD-1 TGE inh
NC(=O)CCn1ccc2ccccc21,-14,105,1.4,0.1,-1,3,-4,-3,2
Cc1cc(N2C(=O)C(O)=C(C(=O)c3cc4ccccc4o3)C2c2ccc(OC(C)C)cc2)no1 (configuration not stated),13,133,-1.4,0.3,-3,-3,3,8,-1
CCN1C(=O)c2ccccc2S(=O)(=O)c2ccc(C(=O)NC(C)C)cc21,-1,102,-2.1,0.2,6,6,7,-6,-3
Cc1nc(Nc2ccc(Cl)c(Cl)c2)sc1C(=O)Nc1ccccc1,-14,93,-1.4,-0.1,2,13,0,-6,-1
Cc1cc2c(cc1S(=O)(=O)CCC(=O)NC1CCCCC1C)OCC(=O)N2 (configuration not stated),3,131,-1.0,0.1,-3,-5,2,5,0
N#CC1(NC(=O)COC(=O)c2ccccc2SCC(=O)N2CCCC2)CCCCC1,9,105,2.2,-0.1,-1,3,6,8,7
Cc1cccc(N(Cc2ccccc2)C(=O)Cc2ccc(S(=O)(=O)N3CCOCC3)s2)c1,7,101,-1.6,0.0,-5,-1,3,-8,1
COc1cccc(NC(=O)COC(=O)c2c3c(nc4ccccc24)CCC(C)C3)c1 (configuration not stated),9,138,-1.1,0.3,1,-14,1,-3,3
CCn1c(SCC(=O)NC2(C#N)CCCCC2)nc2ccccc2c1=O,12,98,-1.7,-0.1,2,3,5,6,-2
CC(=O)c1cccc(NC(=O)c2ccc3c(c2)CCCC3)c1,-6,87,3.1,0.3,-4,2,2,-13,-2
CCC(=O)Nc1ccc(C(=O)NNC(=O)c2cc([N+](=O)[O-])cc([N+](=O)[O-])c2)cc1,-5,109,-2.8,-0.1,0,9,-2,0,-5
COc1ccc(-n2nnc3c(=O)n(CC(=O)N4CCCc5ccccc54)cnc32)cc1,36*,98,-0.5,-0.1,5,-8,4,15,5
O=c1[nH]c(CSc2nnnn2-c2ccc(Cl)cc2)nc2ccccc12,10,105,-9.1,0.0,-15,2,-3,3,-9
CCCN1Cc2cccc(C(=O)N3CCN(c4ccccc4)CC3)c2C1=O,-7,101,2.2,0.2,3,2,4,-2,3
Cc1cccc(Nc2ncnc3nc[nH]c23)c1,-1,99,15,0.1,3,2,6,3,3
COc1cc2c(cc1NC(=O)c1cccc([N+](=O)[O-])c1C)oc1ccccc12,4,95,2.4,0.2,-2,2,4,-1,8
COC(=O)C(C)N(C(=O)c1ccc(C(=O)c2ccccc2)cc1)c1c(C)cccc1C (configuration not stated),-3,101,-2.4,0.1,-2,0,4,2,6
COCCn1c(NCc2ccco2)nc2c1c(=O)[nH]c(=O)n2C,6,103,-2.1,0.2,2,-2,-1,-19,9
O=C(O)c1ccc2c(c1)S(=O)(=O)c1cc(Cl)ccc1C2=O,4,109,x,-0.2,4,x,5,x,-1
Cc1ccccc1S(=O)(=O)Cc1ccc(C(=O)NCCCN2CCN(C)CC2)o1,3,90,1.8,0.0,6,-3,5,-2,5
CC(=O)N(c1c(C)n(C)n(-c2ccccc2)c1=O)C1(C(=O)NC2CCCCC2)CCCCC1,-13,112,-0.7,0.1,9,-6,6,3,2
C/C(CC(=O)NCc1ccco1)=N\NC(=O)Cc1cccc2ccccc12,2,113,-1.7,0.2,7,0,-5,-12,6
CCOc1cc(S(=O)(=O)NCC2CCCO2)ccc1F (configuration not stated),5,96,-2.8,-0.1,4,2,9,4,4
O=C(OCc1c(Cl)cccc1Cl)c1ccncc1,-8,92,x,0.3,2,1,0,6,2
COc1ccc(Cl)cc1NC(=O)C1CCN(S(C)(=O)=O)CC1,11,98,-0.1,-0.1,-5,-3,2,0,1

# Compounds from the list above that contain a COOH group, in the order listed:
SMILES,ZTA DNA inh,Yeast superoxide,MEX-5 binding,Efflux pump inh,MCL1-BIM inh,Fam108B inh,BCLXL inh,EBNA-1 inh,GLD-1 TGE inh
O=C(O)C1CCCCC1C(=O)NCCCc1ccccc1 (configuration not stated),4,97,0.2,0.0,3,-4,3,2,0
O=C(O)c1ccc2c(c1)S(=O)(=O)c1cc(Cl)ccc1C2=O,4,109,x,-0.2,4,x,5,x,-1

# (list continues)
SMILES,ZTA DNA inh,Yeast superoxide,MEX-5 binding,Efflux pump inh,MCL1-BIM inh,Fam108B inh,BCLXL inh,EBNA-1 inh,GLD-1 TGE inh
CCN(CC(=O)NCCc1ccc(S(N)(=O)=O)cc1)Cc1nc2cc(OC)c(OC)cc2c(=O)[nH]1,-15,100,-0.3,0.1,-1,8,0,-11,0
CCOC(=O)c1cc(-c2ccccc2)sc1NC(=O)CN1C(=O)NC(CC)(c2ccc(F)cc2)C1=O (configuration not stated),3,98,0.3,0.3,-7,-22,-5,1,2
CC(=O)/C(=N\Nc1ccccc1)Sc1nnc(-c2ccccc2)n1-c1ccccc1,2,87,3.3,0.0,7,1,4,5,7
CC(C)C(C(=O)NCc1ccco1)N(Cc1ccco1)C(=O)CNS(=O)(=O)c1ccc(F)cc1 (configuration not stated),-9,108,1.4,-0.1,9,-2,8,-7,1
COc1ccc(-c2nc(SC(CC(=O)NCCO)c3cccs3)n[nH]2)cc1 (configuration not stated),7,87,-2.0,0.0,-4,2,1,-4,1
CCc1nnc(NC(=O)c2ccc(S(=O)(=O)N3CCCC(C)C3)cc2)o1 (configuration not stated),2,64*,-2.5,-0.1,7,-1,7,6,0
CCc1cccc(CC)c1NC(=S)NCCc1c(C)[nH]c2ccc(C)cc12,-3,94,-0.3,0.3,7,4,3,-2,2
C=CCn1c(CC(=O)Nc2cccc(OC)c2)nnc1SCC(=O)NC1CCCCC1,-14,80,1.4,-0.2,-5,2,0,1,5
CCOc1ccc(CCNC(=O)COC(=O)c2ccc(C)c([N+](=O)[O-])c2)cc1OCC,9,97,4.3,-0.3,11,1,8,14,4
Cc1ccc(S(=O)(=O)N2CCN(C(=O)CN3C(=O)NC4(CCCCC4)C3=O)CC2)c(C)c1,4,91,-0.7,0.1,-6,2,-2,5,2
Cc1c(CN2CCC(n3nccc3NC(=O)c3cccc(F)c3)CC2)cnn1C,-5,103,-0.7,-0.1,8,-2,6,-11,4
COc1cccc(CC(NC(C)=O)C(=O)NC2CCN(S(=O)(=O)c3cccc4ccccc34)CC2)c1 (configuration not stated),-1,104,-0.5,-0.1,0,0,4,0,-1
[O-][N+]1=C(c2cccs2)CN(O)C1,2,88,-1.7,-0.1,5,2,-2,2,6
COc1cc(NC(=O)c2cccs2)c(C(=O)OCC(=O)NC(=O)NCc2ccccc2)cc1OC,-11,101,1.2,0.0,0,12,3,17,5
[O-][n+]1onc2c1CCc1c-2nc(-c2ccccc2)n1OCc1ccccc1,21,100,0.5,0.0,0,0,2,5,-1
O=C(CNC(=O)c1ccco1)NCC(=O)OCC(=O)c1ccc(Cl)c([N+](=O)[O-])c1,-15,99,1.7,0.2,-11,3,3,-2,0
CCOc1ncccc1C(=O)Nc1nnc(C)s1,12,110,-1.7,0.0,2,3,10,4,1
Cc1ccnn1CC(=O)N/N=C/c1ccc2c(c1)OCO2,4,95,0.3,0.0,-1,5,-2,4,-3
Cc1cc(-c2nnc(SCC(=O)N3C(C)CCCC3C)o2)no1 (configuration not stated),6,114,-1.2,0.0,-2,4,-1,0,-13
NC(=O)N/N=C/c1cc(F)cc(F)c1,-12,115,-0.6,0.1,6,-2,3,-8,9
Cc1oc(-c2cc(F)ccc2F)nc1CN1CCCN(C(=O)c2ccco2)CC1,6,112,0.6,0.3,4,-1,3,-17,-6
CC(C)COc1ccc(C(=O)Nc2cc(S(=O)(=O)N3CCOCC3)ccc2N2CCCC2)cc1,-13,77,x,0.0,-2,x,1,x,3
CCOC(=O)Cn1nnc(-c2ccc(S(C)(=O)=O)cc2)n1,-3,131,-1.2,0.2,-3,-2,-2,5,4
CCOC(=O)c1cccc(NC(=O)CCn2cccc2)c1,-3,98,-0.6,0.0,2,2,7,1,1
